TDP1 cell CPT: DT40-hTDP1 cell growth loss with CPT | chicken DT40 Tdp1-/-;hTDP1 cells + 20 nM CPT, ATP luminescence, 48 h | Potency, µM (doses to about 46.2 µM), without a hit: at the highest dose activity change, negative = growth inhibition, actives largely listed as inhibitors | 12% of 420,000 active | AID 686979; note: nearly all actives have a fitted effect of over 55% in size
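Chicken DT40 Tdp1-/- cells complemented with human TDP1, 400 cells/well, exposed to compounds plus 20 nM camptothecin for at least 48 h at 37 C; viability read as ATP content by CellTiter-Glo luminescence.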
TDP1 cell noCPT: qHTS for Inhibitors of human tyrosyl-DNA phosphodiesterase 1 (TDP1): qHTS in cells in absence of CPT; Potency, µM (series often up to 46.2 µM), for the others: at the highest dose activity change, negative = growth inhibition, actives largely listed as inhibitors; 15% of 420,000 active; DT40 Tdp1-/- hTDP1 cells, no CPT, ATP luminescence, 48 h; note: nearly all actives have a fitted effect of over 55% in size
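No-CPT arm: Tdp1-/-;hTDP1 DT40 cells (400/well) plus compounds, incubated ≥48 hr at 37 °C. Readout CellTiter-Glo luminescence.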
TDP1 block: inhibitors of human tyrosyl-DNA phosphodiesterase TDP1; Q9NUW8; recombinant TDP1, AlphaScreen DNA substrate cleavage; Potency, µM (doses to about 130 µM), inactives show top-dose activity change, negative = inhibition, usual class: inhibitors; 0.28% of 350,000 active; note: nearly all actives have a fitted effect of over 40% in size
Target sequence (Q9NUW8 whole entry, looked up): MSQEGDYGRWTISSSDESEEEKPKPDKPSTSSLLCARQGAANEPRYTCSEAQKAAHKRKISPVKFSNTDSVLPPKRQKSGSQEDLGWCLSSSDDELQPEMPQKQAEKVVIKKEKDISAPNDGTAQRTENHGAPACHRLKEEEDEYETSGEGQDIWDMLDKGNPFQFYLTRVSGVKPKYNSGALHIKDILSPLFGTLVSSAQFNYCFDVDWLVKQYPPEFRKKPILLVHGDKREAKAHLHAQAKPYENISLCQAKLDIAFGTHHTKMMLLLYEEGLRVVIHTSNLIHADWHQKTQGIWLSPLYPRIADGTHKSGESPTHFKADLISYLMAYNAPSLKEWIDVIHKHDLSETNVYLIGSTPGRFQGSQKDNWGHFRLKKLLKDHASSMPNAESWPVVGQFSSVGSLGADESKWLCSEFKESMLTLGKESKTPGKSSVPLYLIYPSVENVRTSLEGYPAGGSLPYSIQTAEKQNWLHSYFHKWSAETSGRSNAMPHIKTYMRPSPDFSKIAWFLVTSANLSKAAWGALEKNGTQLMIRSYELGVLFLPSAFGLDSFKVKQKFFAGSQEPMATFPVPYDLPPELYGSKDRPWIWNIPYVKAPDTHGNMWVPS
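Here, a 5' biotin and 3' phosphotyrosine-FITC DNA oligonucleotide reports Tdp1 activity: intact substrate bridges AlphaScreen beads, while cleavage leaves a 3' phosphate and drops signal. All incubations at room temperature.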
An asterisk follows results filed as active; u = inconclusive; x = no result given; & = joins results of further samples; [ ] = dose if it differs, or a comment. Calls come from the whole dose curve; as a rule, active = well fitted curve in the direction sought with a large enough effect; inconclusive = small, poorly fitted or top-dose-only effect, or another doubt; inactive = no such curve, though single readings can be large; an effect the other way counts as inactive or inconclusive. % is set by controls: 0 for no effect and ±100 for the full control effect; potency is the fitted concentration of half-maximal effect.

Preview (4 entries):
SMILES	TDP1 cell CPT	TDP1 cell noCPT	TDP1 block
CSc1ncc(C(C)=O)c(C)n1	-1%	-5%	-12%
O=C(CSc1nc2ccccc2o1)Nc1nncs1	-2%	-6%	1%
CCOc1ccc(CNCc2c(C(=O)O)n(Cc3ccccc3F)c3cc(OC)ccc23)cc1	18µM*	5.8µM*	5%
CC(C)CCn1c(CN2CC(C)OC(C)C2)nc2c1c(=O)n(C)c(=O)n2C (stereo not given)	-2%	-1%	x

Results, from the start:
SMILES	TDP1 cell CPT	TDP1 cell noCPT	TDP1 block
CSc1ncc(C(C)=O)c(C)n1	-1%	-5%	-12%
O=C(CSc1nc2ccccc2o1)Nc1nncs1	-2%	-6%	1%
CCOc1ccc(CNCc2c(C(=O)O)n(Cc3ccccc3F)c3cc(OC)ccc23)cc1	18µM*	5.8µM*	5%
CC(C)CCn1c(CN2CC(C)OC(C)C2)nc2c1c(=O)n(C)c(=O)n2C (stereo not given)	-2%	-1%	x
Fc1ccc(Nc2ncnc3onc(-c4ccc(Cl)cc4)c23)cc1Cl	u	18µM*	-1%
COc1ccc(C(c2c(NC(=O)c3ccco3)sc(C)c2C)N2CCOCC2)cc1OC (stereo not given)	-28%	u	8%
COc1ccc(OCC(=O)C2CC2)c(C#N)c1	-7%	-13%	-1%
CCC(C)S(=O)(=O)c1snnc1C (stereo not given)	4%	-10%	3%
Cc1c(Cl)cccc1-n1ccnc1SCC(=O)O	u	-14%	0%
Cc1cc(C)cc(Oc2nc3ccccn3c(=O)c2/C=C(\C#N)C(=O)NC2CCS(=O)(=O)C2)c1 (stereo not given)	u	9.2µM*	x
CCCCC(=O)NC(=S)Nc1cc(C(=O)O)ccc1OC	-4%	-5%	1%
O=c1c2ccccc2nc(-c2ccc(Br)cc2)n1Cc1ccccc1	8.2µM*	23µM*	1%

Compounds above that contain four or more nitrogen atoms, in the order listed:
SMILES	TDP1 cell CPT	TDP1 cell noCPT	TDP1 block
O=C(CSc1nc2ccccc2o1)Nc1nncs1	-2%	-6%	1%
CC(C)CCn1c(CN2CC(C)OC(C)C2)nc2c1c(=O)n(C)c(=O)n2C (stereo not given)	-2%	-1%	x
Fc1ccc(Nc2ncnc3onc(-c4ccc(Cl)cc4)c23)cc1Cl	u	18µM*	-1%
Cc1cc(C)cc(Oc2nc3ccccn3c(=O)c2/C=C(\C#N)C(=O)NC2CCS(=O)(=O)C2)c1 (stereo not given)	u	9.2µM*	x

Following part
SMILES	TDP1 cell CPT	TDP1 cell noCPT	TDP1 block
COc1ccc(-n2nnnc2C2CCN(S(=O)(=O)c3ccc(C(C)(C)C)cc3)CC2)cc1	-6%	-25%	7%
Cc1ccc(-c2ccnc(-c3ccc(O)cc3)n2)cc1	u	-22%	5%
CC(C)(C)OC(=O)N1CCC(c2c(C(=O)N3CCN(c4ccccc4F)CC3)cnn2C(C)(C)C)CC1	23µM*	u	0%
CC(C)(C)c1ccc(S(=O)(=O)N2CCN(C(=O)c3ccc4c(c3)C(=O)N(Cc3ccncc3)C4=O)CC2)cc1	-1%	-20%	-3%
CN(C)c1ccc(C(=O)NCc2ccc3c(c2)CCN3C(=O)c2ccccc2)cc1	16µM*	u	6%
O=C(Nc1ccc2c(c1)OCCO2)C(c1ccccc1F)n1c(=O)c(-c2cc3ccccc3[nH]2)nc2ccccc21 (stereo not given)	15µM*	18µM*	x
COc1ccc(-c2noc(-c3ccccc3-c3ccccc3)n2)cc1OC	u	26µM*	6%
COCCn1c(=O)c(C)nc2cnc(Nc3cccc(OC)c3)nc21	u	-26%	x
CC(C)(C)C(=O)Cn1ncc(N2CCCC2)c(Br)c1=O	10%	-13%	-4%
O=C(CN1C(=O)c2cccnc2Sc2ccccc21)Nc1cc(F)ccc1F	u	u	5%
Cc1nc(-c2ccc(S(=O)(=O)N3CCOCC3)cc2)cs1	-3%	1%	2%
C=CCNC(=O)CSc1nc2ccccc2c(=O)n1CCc1ccc(OC)c(OC)c1	u	u	x
CCOC(=O)C(=O)NCC(c1cccs1)S(=O)(=O)c1ccc(Cl)cc1 (stereo not given)	-4%	10%	0%
O=C(c1ccccc1)c1cc(Cl)ccc1N1C(=O)C=CC1=O	2.3µM*	1.2µM*	6%
COc1cc(Cl)c(C)cc1Nc1nc2ccccc2nc1NS(=O)(=O)c1ccccc1	-16%	-27%	-9%
CCOC(=O)CC(=O)Nc1cc2ccc(OC)c(OC)c2cc1C(=O)OCC	3%	-14%	x
O=C(NC1CC1)C1=C[C@H](c2csc3ccccc23)C[C@H](OCCCCO)O1	-18%	-23%	4%
Cc1nnc(C)n1/N=C/c1ccccn1	-1%	1%	4%
C#CCOCCOCCOCCNc1nc(N2CCN(C(=O)[C@H](CCCCN)n3cc(CC(C)O)nn3)CC2)nc(N2CCN(C(=O)[C@H](Cc3ccc(O)cc3)n3cc(CCO)nn3)CC2)n1 (stereo not given in full)	-2%	6%	x
CC1(C)Oc2ccc3ccc(=O)oc3c2C(/C=N/O)C1=O (stereo not given)	-2%	-7%	-3%
[O-][n+]1c2ccccc2[n+]([O-])c2cc(O)ccc21	9.2µM*	13µM*	x
NNc1cc(C(=O)O)ccc1Cl	-29%	-14%	9%
CCOc1ccc2nc(SCC(=O)Nc3ncccn3)[nH]c2c1	-7%	-4%	4%
CCC(=O)OCCCNc1nc(-c2ccc(Cl)cc2)nc2ccccc12	u	u	x

Exported bar-delimited: entries from further up.
molecule | TDP1 cell CPT | TDP1 cell noCPT | TDP1 block
COc1ccc(C(c2c(NC(=O)c3ccco3)sc(C)c2C)N2CCOCC2)cc1OC (stereo not given) | -28% | u | 8%
COc1ccc(-c2noc(-c3ccccc3-c3ccccc3)n2)cc1OC | u | 26µM* | 6%
COc1cc(Cl)c(C)cc1Nc1nc2ccccc2nc1NS(=O)(=O)c1ccccc1 | -16% | -27% | -9%
CC(C)(C)OC(=O)N1CCC(c2c(C(=O)N3CCN(c4ccccc4F)CC3)cnn2C(C)(C)C)CC1 | 23µM* | u | 0%
CCOC(=O)C(=O)NCC(c1cccs1)S(=O)(=O)c1ccc(Cl)cc1 (stereo not given) | -4% | 10% | 0%
CCCCC(=O)NC(=S)Nc1cc(C(=O)O)ccc1OC | -4% | -5% | 1%
O=C(NC1CC1)C1=C[C@H](c2csc3ccccc23)C[C@H](OCCCCO)O1 | -18% | -23% | 4%

Later entries.
SMILES	TDP1 cell CPT	TDP1 cell noCPT	TDP1 block
COc1ccc(CCn2c3c(c(=O)[nH]c2=S)CN(c2ccccc2)CN3)cc1OC	u	u	2%
CCOc1ccc(OCC)c(NC(=O)c2cc(S(=O)(=O)N3CCc4ccccc43)cn2C)c1	-29%	u	1%
COc1ccc(C2Nc3ccc(NC(=O)COC(C)=O)cc3C(=O)N2Cc2ccccc2)cc1COc1ccc(NC(C)=O)cc1 (stereo not given)	18µM*	13µM*	-4%
CC(NC(=O)CSc1nc(C2CC2)n(-c2ccccc2)n1)c1ccco1 (stereo not given)	u	u	2%
Cc1sc(C(=O)NCc2cccnc2)c2nc(C)n(CC(=O)NCc3cccnc3)c(=O)c12	0%	-9%	10%
O=C(O)C1CCCCC1C(=O)NCCCN1CCCC1=O (stereo not given)	-22%	u	x
O=C(Nc1ccccc1)N1CCC2(CC1)CCN(C(=O)c1cccc(F)c1)CC2	-7%	u	x
CCCN(CCC)CCCNS(=O)(=O)c1ccc2c(c1)oc(=O)n2C	1%	1%	x
Cc1ccc(NC(=S)N(C)C(c2ccccc2)c2ccccc2)cc1C	u	23µM*	x
O=C(CN1CCN(c2cnn(-c3ccccc3)c(=O)c2Cl)CC1)NC1CCS(=O)(=O)C1 (stereo not given)	1%	1%	1%
OC(COc1ccc(Cl)cc1)CN1CCN(c2ccccn2)CC1 (stereo not given)	-16%	u	x
CCC(C)(C)n1nnnc1C(c1ccc(Cl)cc1)N1CCN(C)CC1 (stereo not given)	-29%	u	3%
O=C(COc1ccc(/C=N/NC(=O)c2cccnc2)cc1)Nc1ccccc1	11%	15%	10%
NC(c1ccccc1)c1csc(Nc2ccc(C(=O)NCCCO)cn2)n1 (stereo not given)	-18%	2%	x
Cc1sc2c(c1C)c(=O)n(Cc1ccccc1)c(=O)n2Cc1ccc(F)cc1	-3%	-5%	-3%
CNCC[C@H](Oc1ccccc1OC)c1ccccc1	u	u	14%[56.1 µM]
O=C(c1ccccc1NS(=O)(=O)c1cccc([N+](=O)[O-])c1)N1CCCC1	-23%	-28%	3%
Cc1cc(C)n2ncc(/C(N)=N/OC(=O)Nc3ccc(Cl)cc3)c2n1	-2%	5%	6%
CS/C(N)=N/N=C/c1cc(C)ccc1O	-3%	u	5%
COc1ccc(/C=C/C(=O)NCCCN2CCCC2)cc1	4%	7%	x
CC(OC(=O)c1nccnc1N)C(=O)Nc1ccc(S(=O)(=O)N2CCCC2)cc1 (stereo not given)	0%	1%	7%
O=C(CN1CC[n+]2c(-c3cccs3)csc21)c1ccc(Br)cc1	1.8µM*	3.7µM*	10%
COc1ccccc1NC(=O)c1cc2ccc(O)cc2o/c1=N\O	u	u	0%
COc1cccc(OC)c1C(=O)NC(=S)NCc1ccccc1	-2%	u	4%
COC(=O)C1C(=O)C2=C(CC1C)NC(=O)CC2c1ccc(F)cc1 (stereo not given)	0%	1%	-1%
CC(C)c1ccc(C2c3[nH]c4ccccc4c3C[C@H]3C(=O)N(c4ccccc4C(=O)N4CCC(C(=O)O)CC4)C(=O)N23)cc1 (stereo not given in full)	u	u	x
c1csc(CSc2nc3ccccc3s2)c1	-4%	-7%	-10%
COc1ccc(C(C(=O)NC2CCCCC2)N(Cc2ccco2)C(=O)CNC(=O)c2ccco2)cc1 (stereo not given)	-1%	-5%	x
O=C(NCc1ccc2c(c1)OCO2)C1CCC(CNc2c(N3CCCC3)c(=O)c2=O)CC1 (stereo not given)	-8%	8%	8%
Cc1cc(S(=O)(=O)N2CCOCC2)c(C)s1	-17%	3%	3%
CCOC(=O)c1cn(Cc2ccc(Cl)cc2Cl)c2cc(C)nn2c1=O	-4%	-29%	3%
Cc1ccc(OCCOC(=O)c2cccc(S(=O)(=O)N3CC(C)OC(C)C3)c2)cc1 (stereo not given)	u	u	-6%
COc1ccc(Cl)cc1C(=O)OCC(=O)c1c(N)n(C)c(=O)n(C)c1=O	5%	3%	x
COc1cccc(-c2cncnc2Nc2ccccc2)c1	-26%	u	x
Cc1ccc(S(=O)(=O)CCc2nnc(NC(=O)c3ccccn3)s2)cc1	u	21µM*	-7%
CCc1nn2c(=O)cc(COC(=O)COc3ccc(OC)cc3)nc2s1	-28%	7%	6%
O=C(Nc1ccc(O)cc1)/C(=C\C=C\c1ccccc1)NC(=O)c1ccccc1	u	16µM*	7%
CN(CC(=O)Nc1c(Cl)cccc1Cl)C(=O)c1cccc(S(=O)(=O)NCc2ccccc2)c1	u	u	1%
COc1ccccc1N1C(=O)N(CC(=O)C(C)(C)C)c2ccccc2S1(=O)=O	-22%&-26%	u	-3%
Clc1cc(NCc2ccccc2)ncn1	u	u	4%
N#Cc1cccnc1Nc1cccc(Cl)c1	3%	0%	0%
Cc1ccc(S(=O)(=O)NCc2cccnc2)cc1C(=O)N1CCCC1	-6%	-4%	x
CC1CN(CCNC(=O)C2CCCc3c2[nH]c2ccccc32)Cc2ccccc2O1 (stereo not given)	18%[9.04 µM]	u	x
COc1ccc(N2CCN(C(=O)CSc3ncnc4c3cnn4-c3ccc(OC)cc3)CC2)cc1	u	u	-1%
COc1ccc(CCNC(=O)CSc2ccc(NC(C)=O)cc2)cc1OC	-3%	5%	0%
CC1CCCN(CCOCCOc2ccc(Cl)cc2Br)C1 (stereo not given)	u	18µM*	4%
COc1cccc(Nc2cc(C)nc3ccccc23)c1	u	21µM*	5%
COc1ccc(OC)c(NC(=O)CN(c2ccc(C(C)C)cc2)S(=O)(=O)c2c(C)noc2C)c1	u	u	2%
Cc1ccc(OCCCCn2cnc3ccccc32)cc1	16µM*	21µM*	7%&3%
COc1ccc(CC(=O)Nc2cccc(C(=O)O)c2C)cc1	-8%	-3%	-3%
COc1nc(NCCO)nc(Nc2ccccc2F)n1	10%	4%	-5%
COc1ccc(-c2[nH]ncc2CN2CCN(Cc3cccs3)CC2)cc1F	u	u	-1%
COc1ccccc1NC(=O)CCSc1ccc(C)cc1	0%	-1%	-8%
COc1ccc(-c2[nH]ncc2C=O)cc1OC	1%	6%	3%
CN1CCN(CCCNC(=O)c2ccc3c(c2)N(Cc2ccccc2)CCS3)CC1	21µM*	u	4%
CCOc1ccccc1Oc1c(C)oc2c(CN3CCN(CCO)CC3)c(O)ccc2c1=O	-4%	-2%	-2%
COc1ccc(CN(C)CC2CCCN(CCc3ccc(F)cc3)C2)c(OC)c1OC (stereo not given)	23µM*	15µM*	x
CCN1CCN(c2nc3sc4c(c3c3ncnn23)CC(C)CC4)CC1 (stereo not given)	u	u	2%
C/C=C1\NC(=O)[C@H](C)NC(=O)[C@@H](NC(=O)[C@H](Cc2ccc(O)cc2)NC(=O)[C@@H](NC(=O)/C(C)=C/C)C(C)C)[C@@H](C)OC(=O)[C@H](CC(C)C)NC(=O)[C@@H](CCC(=O)O)NC1=O	3%	17%	x
